GPT2 inh: blocks human glutamate pyruvate transaminase 2 | Q8TD30 | Recombinant GPT2, coupled pyruvate oxidase/HRP Amplex Red fluorescence | Potency, µM (series often up to 57.7 µM), for inactives: top-dose activity change, negative = inhibition, usual class: inhibitors | 100,000 tested, 0.25% active; also: potency is read from the fitted curve at half-maximal effect; nearly all actives have a fitted effect of over 60% in size; many of its hits are not listed in these tables
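GPT2 10ng/uL, a-KG 250uM, L-Ala 2mM, HEPES pH7.5 + 0.0001% Tween; 30 min RT. Then Amplex mix (PO/HRP/ThPP), 30 min RT dark, fluorescence. AOA 50uM used as positive control.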
SNCA viab count: cell viability loss counter-screen. 150,000 tested, 0.12% active. HEK-293-SNCA-luc viability, GF-AFC fluorescence, 24 h. Potency, µM (highest dose often 57.1 µM), without a hit: top-dose activity change, negative = cytotoxicity, most hits filed as cytotoxic;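 also: potency is read from the fitted curve at half-maximal effect; 0% = DMSO-treated cells and -100% = medium-only wells without cells; nearly all actives have a fitted effect of over 30% in size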
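Cytotoxicity counterscreen: after 24 h compound treatment of genome-edited SNCA-luciferase HEK-293 cells, live-cell protease substrate GF-AFC read by fluorescence after 30 min; activity scaled between DMSO (0%) and medium-only (-100%), curves Hill-fitted.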
SNCA expr inhib: inhibitors of alpha-synuclein (SNCA) gene expression; HEK-293 SNCA-luciferase knock-in, luminescence, 24 h; Potency, µM (top dose mostly 57.2 µM), without a hit: at the highest dose activity change, negative = inhibition, hits mostly inhibitors; 140,000 tested, 0.17% active;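 also: potency is read from the fitted curve at half-maximal effect; plate controls were DMSO cells for no effect and cell-free wells for full effect; nearly all actives have a fitted effect of over 45% in size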
HEK293 tox: HEK 293 cell cytotoxicity; 94,000 tested, 6.6% active; Potency, µM (series often up to 115 µM), without a hit: top-dose activity change, negative = cytotoxicity, most hits filed as inhibitors; HEK 293 viability, ATP luminescence (CellTiter-Glo), 48-72 h; AID 1345083; also: potency is read from the fitted curve at half-maximal effect; nearly all actives have a fitted effect of over 60% in size
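qHTS cytotoxicity; HEK 293, 250 cells/well; compound pinned; 48 or 72 hr, 37 degree Celsius, 5% CO2, 95% humidity; CellTiter-Glo, 10 min RT; luminescence (ATP).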
NIH3T3 tox: NIH 3T3 cell cytotoxicity; NIH 3T3 viability, CellTiter-Glo ATP luminescence, 48-72 h; AID 1345082; Potency, µM (top dose mostly 96.7 µM), for the others: at the highest dose activity change, negative = cytotoxicity, most hits filed as inhibitors; 94,000 tested, 4.3% active; also: potency is read from the fitted curve at half-maximal effect; nearly all actives have a fitted effect of over 55% in size
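Mouse fibroblast NIH 3T3 cells, 400 per well, received compound via pintool and were incubated for 48 or 72 hr prior to CellTiter-Glo ATP luminescence measurement.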
IP6K1 inhibitor: inhibitors of human IP6K1. Q92551. IP6K1 kinase, ADP-Glo luminescence, 2 h; stronger effect = lower value. activity change, % (series mostly up to about 58 µM). 140,000 tested, 0.81% active. AID 1645851; in the data active = activity change below about -25%
Target sequence (Q92551 whole entry, looked up): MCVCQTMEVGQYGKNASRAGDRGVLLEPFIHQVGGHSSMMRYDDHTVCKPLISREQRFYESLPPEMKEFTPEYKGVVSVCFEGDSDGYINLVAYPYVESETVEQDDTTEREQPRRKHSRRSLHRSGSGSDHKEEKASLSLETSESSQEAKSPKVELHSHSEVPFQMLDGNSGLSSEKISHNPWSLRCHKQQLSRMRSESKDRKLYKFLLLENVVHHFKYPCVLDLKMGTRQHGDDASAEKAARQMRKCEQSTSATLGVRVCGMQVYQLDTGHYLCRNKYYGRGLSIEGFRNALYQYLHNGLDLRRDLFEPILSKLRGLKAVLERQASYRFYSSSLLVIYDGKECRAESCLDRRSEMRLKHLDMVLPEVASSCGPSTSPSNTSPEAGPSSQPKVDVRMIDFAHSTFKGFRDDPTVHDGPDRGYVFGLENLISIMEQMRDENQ
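ADP-Glo luminescence measures ADP made by human IP6K1 during a 2 h RT reaction with ATP/IP6 (mix at 1.3 mM/130 uM); top library doses 57.5 and 19.1 uM final.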
FLuc inh: Photinus pyralis luciferase inhibition | P08659 | AID 1347043 | Potency, µM (series often up to 115 µM), for the others: at the highest dose activity change, negative = inhibition, most hits filed as inhibitors | purified P. pyralis luciferase, luminescence, biochemical | 76,000 tested, 2.5% active; also: potency is read from the fitted curve at half-maximal effect; nearly all actives have a fitted effect of over 65% in size
Target sequence (P08659 whole entry, looked up): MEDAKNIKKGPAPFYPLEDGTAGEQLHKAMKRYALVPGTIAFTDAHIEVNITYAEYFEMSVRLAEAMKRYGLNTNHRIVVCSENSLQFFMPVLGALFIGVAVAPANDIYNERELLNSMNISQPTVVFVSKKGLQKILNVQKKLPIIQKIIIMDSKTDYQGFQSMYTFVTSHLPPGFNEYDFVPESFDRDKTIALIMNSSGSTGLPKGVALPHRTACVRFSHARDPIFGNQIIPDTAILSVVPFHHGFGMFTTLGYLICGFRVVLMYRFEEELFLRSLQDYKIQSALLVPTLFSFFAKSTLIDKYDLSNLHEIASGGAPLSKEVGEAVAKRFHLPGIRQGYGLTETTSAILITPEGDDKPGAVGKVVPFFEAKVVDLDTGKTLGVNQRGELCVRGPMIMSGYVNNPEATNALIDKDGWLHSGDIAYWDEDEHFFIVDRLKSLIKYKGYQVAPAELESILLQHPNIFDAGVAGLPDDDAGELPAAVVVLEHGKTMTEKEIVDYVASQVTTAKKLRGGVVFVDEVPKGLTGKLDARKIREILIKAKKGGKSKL
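Purified P. pyralis luciferase (10nM final) in 50mM Tris acetate pH 7.5, 10mM Mg acetate, 0.01% Tween-20, 0.05% BSA with 10uM D-luciferin and 10uM ATP. Compounds titrated qHTS. Luminescence imaged on CCD.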
The depositor's hits bear a star; i = inactive; u = inconclusive; x = no result given; & = joins results of further samples; [ ] = dose if it differs, or a comment. Unless noted, calls follow the shape of the dose curve; as a rule, active = well fitted curve in the direction sought with a large enough effect; inconclusive = small, poorly fitted or top-dose-only effect, or another doubt; inactive = no such curve, though single readings can be large; an effect the other way counts as inactive or inconclusive. Unless noted, % is scaled to controls: 0 for no effect and ±100 for the full control effect. This is a random part of the collection, and some 7.7% of all compounds hit somewhere here.

Compound	NIH3T3 tox	HEK293 tox	IP6K1 inhibitor	SNCA viab count	GPT2 inh	FLuc inh	SNCA expr inhib
O=c1c2c(CO)c(-c3ccc(F)cc3)nn2ccn1Cc1ccccc1Cl	-26.9%	-23.4%	8.4	-0.7%	i	0.0%	81.7%[activator]
O=C(c1ccc[n+]([O-])c1)N1CCOC(CC(c2ccccc2)c2ccccc2)C1 (configuration not stated)	-20.9%	-7.5%	13.1	5.9%	u	2.2%	-23.4%
Cc1cc(C)c(NC(=O)CN2C(=O)C3(SCC(=O)N3c3ccc(F)cc3)c3ccccc32)c(C)c1 (configuration not stated)	x	x	6.8	-4.1%	x	x	-13.4%
CN(C)C[C@@H]1CN(C2CCOCC2)C[C@H]1NC(=O)c1cnco1	i	0.3%	4.2	-4.0%	-10.9%	0.9%	10.6%
CCCC(=O)N1CCCC(c2noc(COc3ccccc3F)n2)C1 (configuration not stated)	-26.0%	-26.3%	3.3	-5.6%	-3.0%	u	34.0%[activator]
Cc1ccccc1CNC(=O)c1ccc(Cn2c(SCc3cccc(F)c3)nc3cccnc32)cc1	x	x	10.5	-9.2%	x	x	-27.7%
COc1ccc(NC(=O)C2CCN(C3=NS(=O)(=O)C(c4ccc(C)c(C)c4)=C3C)CC2)c(OC)c1	x	x	-7.6	7.7%	x	x	-6.1%
COc1ccccc1CSc1nc2n(n1)C(c1ccccc1)C(C(=O)Nc1ccc(C)cc1)=C(C)N2 (configuration not stated)	x	x	-15.8	5.5%	x	x	-4.7%
CCCNC(=O)N1CCCCCC1CN1CCCC1 (configuration not stated)	i	4.0%	-14.4	-4.8%	i	-3.4%	u
COC(=O)c1ccc2c(c1)nc1n2[C@@H](CNC(=O)C2CC2)COC1	-17.0%[174 µM]	-7.5%[172 µM]	6.3	0.9%[87.6 µM]	-4.3%[88.5 µM]	-2.1%[172 µM]	23.2%[87.6 µM]
COc1ccc(CCNC(=O)Cn2nc(C)c3c(C)n(-c4ccc(C)cc4)nc3c2=O)c(OC)c1	x	x	-5.3	-9.6%	x	x	u
CCn1c(CN(C)C)nnc1C1CCN(Cc2cnc(N(C)C)s2)CC1	0.0%	-11.7%	-2.4	8.3%	u	-2.4%	10.0%
COCCC1(C(=O)O)CCCN(C(=O)CCc2c(C)n[nH]c2C)C1 (configuration not stated)	-1.1%	-9.2%	2.3	-6.8%	i	-2.7%	-17.4%
CN1CC(=O)N(C2CCCNC2)Cc2c1ncnc2N1CCCN(Cc2ccccc2)CC1 (configuration not stated)	-1.2%	-15.4%	-10.8	-1.9%	-19.4%	x	-8.2%
Cc1nnc2ccc(N3CCC(NC(=O)c4ccccc4F)CC3)nn12	-20.2%	2.6%	-6.2	x	x	x	x
CCC[C@@H]1CN(C(=O)c2ccc(OC)o2)C[C@H]1C(=O)O	i	i	-10.3	5.5%	1.0%	-4.2%	-1.9%
CS(=O)(=O)N1CCCc2cc(C(=O)Nc3cccc(C(F)(F)F)c3)ccc21	x	x	-8.4	-23.2%	x	x	29.4%
CCOc1ccc(NC(=O)/C(C#N)=C\c2ccc(-c3ccc(Cl)cc3)o2)cc1	x	x	4.2	-26.1%	x	x	-10.8%
O=C(c1ccncc1)N1CCCN(CCn2nc3n(c2=O)CCCC3)CC1	-4.7%	-6.9%	12.7	x	x	x	x
O=C1CCN(S(=O)(=O)c2cccc(F)c2)CCCC(c2nc(-c3ccccc3)no2)CCN1 (configuration not stated)	-6.2%	u	16.2	4.4%	1.1%	-1.6%	-6.1%
COc1ccc(Cl)cc1NC(=O)NCCc1c(C)nn(C)c1C	x	x	9.8	u	x	x	82.3%[activator]
O=C(NC(C(=O)N1CCCCC1)C1CCN(C(=O)c2ccccc2)CC1)c1ccccc1Cl (configuration not stated)	u	-12.2%	6.4	3.8%	i	-1.1%	-2.0%
Cc1cc2ncc(C(=O)N3CCN(C)CC3)cn2n1	i	i	4.2	-3.0%[87.6 µM]	-17.3%[88.5 µM]	x	-5.6%[87.6 µM]
COc1ccc(CN2CCC(N3CC4CCCN4C3=O)CC2)cc1 (configuration not stated)	-3.2%[138 µM]	0.1%[172 µM]	7.9	-13.0%[87.6 µM]	i	8.0%[172 µM]	-19.5%[87.6 µM]
O=C1N(C2CCNCC2)C(c2ccncc2)C12CCCCC2 (configuration not stated)	i	-6.2%	-6.2	1.2%[12.5 µM]	4.4%	6.1%	12.0%
Cc1ccc(-c2nnc(C3CN(C(=O)c4cc(F)ccc4F)CC34CCOCC4)o2)cc1 (configuration not stated)	-21.8%	u	9.3	-22.0%	i	-2.4%	18.5%
COc1ccccc1-c1cccc(CN2CCCC(C(=O)NCc3ccccc3)C2)c1 (configuration not stated)	u	11.2µM*	5.9	-21.5%	i	x	-4.8%
COc1ccccc1-c1[nH]nc2ncc(CNc3ccccn3)nc12	u	u	9.6	-11.5%[87.6 µM]	i	-1.0%[172 µM]	-0.8%[87.6 µM]
COc1cccc(CNC(=O)[C@@H]2C[C@@H](O)CN2C2CCN(C(=O)CCc3ccccc3)CC2)c1	-18.2%	-1.5%	-0.1	2.0%	-25.3%	-9.3%	-20.4%
O=C(c1ccccc1Cl)N1CCCC(C(=O)N2CCC(c3nc4ncccc4[nH]3)C2)C1 (configuration not stated)	-22.0%&-13.8%	i	-10.4&18.2	-3.3%&-0.5%	0.4%&-10.0%	x	5.9%&8.2%
O=C(CC1CCOC2(CCN(S(=O)(=O)Cc3ccccc3F)CC2)C1)NC1CC1 (configuration not stated)	-22.7%	0.0%	-4.7	-2.2%	i	-2.1%	-23.5%
C=CCOc1c(OC)ccc2c1CN(C1CCCC1)C(=O)CCN2CC(O)Cc1ccccc1 (configuration not stated)	u	44.7µM*	-7.5	x	x	x	x
COc1ccc(CCC(=O)N2CC(F)(F)C[C@H]2c2nnc(C)o2)cc1	2.9%	i	1.3	1.3%	-7.5%	1.1%	-1.3%
COc1nccc(N2CCC(CC(=O)N3CCCC3)CC2)n1	u	u	3.7	-0.1%	-6.1%	-10.5%	-3.0%
O=C(c1cccc2[nH]ccc12)N1CCCN(c2cc(-c3ccc(Cl)cc3)[nH]n2)CC1	u	u	4.4	-21.7%	u	-22.3%	6.2%
CNC(=O)C1CCN(C(=O)c2ccc(-c3ncc4cnc(-c5ccccc5)cn34)cc2)CC1	u	-4.1%	1.6	2.7%	1.6%	1.8%	12.1%
CC1(C)CC[C@]2(C(=O)O[C@@H]3O[C@H](CO[C@@H]4O[C@H](CO)[C@@H](O)[C@H](O)[C@H]4O[C@@H]4O[C@H](CO)[C@@H](O)[C@H](O)[C@H]4O)[C@@H](O)[C@H](O[C@@H]4O[C@H](CO)[C@@H](O)[C@H](O)[C@H]4O)[C@H]3O)CC[C@]3(C)C(=CCC4[C@@]5(C)CC[C@@H](O)[C@@](C)(C(=O)O[C@@H]6O[C@H](CO)[C@@H](O)[C@H](O)[C@H]6O)C5CC[C@]43C)[C@@H]2C1 (some centres not stated)	x	x	9.0	-1.6%[12.5 µM]	3.5%[11.5 µM]	x	x
O=C(Nc1cc(Cl)cc2c1[nH]c1cnccc12)c1cccnc1	x	x	x	-9.0%	i	x	u
CN(CC1Cc2ccccc2CN1C)C(=O)c1cnc2nc[nH]n2c1=O (configuration not stated)	-3.8%	-17.1%	-17.6	4.1%	u	-11.2%	4.7%
CCc1nccn1CCC(=O)N1CC[C@@](O)(C2CCOCC2)[C@H](C)C1	2.2%	2.3%	-2.5	3.6%	i	3.9%	-15.6%
Cc1cccc(-c2noc([C@@H]3Cc4nc[nH]c4CN3C(=O)Nc3ccccc3)n2)c1	u	-25.2%[172 µM]	21.9	-29.4%[87.6 µM]	u	50.1µM*	u
O=C(NCCn1cccc1-c1nc(-c2ccc3c(c2)OCO3)no1)c1ccc(Cl)s1	u	u	0.0	u	-12.0%	u	59.4%[activator]
CCOc1ccc(-c2c(C)nn3c(-c4ccccc4)c(C(=O)NCCOC)cnc23)cc1OCC	x	x	8.8	8.5%	x	x	-7.8%
Cc1cccc(NC(=O)C(=O)NCC(c2ccc3c(c2)OCO3)N2CCN(C)CC2)c1C (configuration not stated)	x	x	3.6	-16.7%	x	x	u
Cc1cccc(NC(=O)Nc2cccs2)c1C	x	x	-2.6	-0.4%	x	x	79.1%[activator]
Cc1ccc(-n2c(C3CCN(C(=O)c4cccc(C)c4)CC3)n[nH]c2=O)cc1	u	-3.2%	-3.8	3.9%	-11.3%	3.2%	-23.5%
COCC1CN(C)CC12CCN(C(=O)c1cccc(C)c1)CC2 (configuration not stated)	-0.7%	i	18.6	-4.5%	-26.0%	-3.9%	6.8%
CN(C)[C@@H]1CN(Cc2ccc(F)c(F)c2)CC[C@@H]1CO	-8.4%	-7.9%	-5.5	10.9%	i	x	-3.5%
COc1ccc(C(=O)N[C@@H]2CCC[C@@H]2C(=O)NCc2c(C)n[nH]c2C)cc1	-24.8%	u	4.5	u	i	-8.1%	2.0%
CCn1nccc1C(=O)N1CCC2(CC1)CC(N(Cc1ccccc1)C1CC1)CCO2 (configuration not stated)	-21.2%	44.7µM*	-10.2	4.9%	i	2.4%	-6.9%

Other records.
Compound	NIH3T3 tox	HEK293 tox	IP6K1 inhibitor	SNCA viab count	GPT2 inh	FLuc inh	SNCA expr inhib
COCC(=O)NC1CCN(c2ccc3nnc(-c4ccccc4)n3n2)C1 (configuration not stated)	u	-5.0%[172 µM]	-15.8	x	x	x	x
COc1ccc(C(=O)N2CC(Oc3ccccc3-c3nc(-c4cnccn4)no3)C2)cn1	-3.7%	u	11.8	-25.2%	2.0%	5.7%	u
Clc1ccc(-c2nnc([C@H]3CCN(C4CCCCC4)C3)o2)cc1	u	u	-1.8	-11.6%[87.6 µM]	-3.7%[88.5 µM]	u	19.5%[87.6 µM]
c1ccc(CN2CCc3[nH]cnc3C2c2ccc(-c3ccccn3)cc2)nc1 (configuration not stated)	-19.6%	4.9%	3.8	-0.2%	-4.0%	-4.2%	24.1%
Cc1ccc(CNC(=O)c2ccc3c(c2)CCN3S(=O)(=O)c2ccccc2)cc1	x	x	1.4	-1.9%	x	x	0.9%
COC1CN(c2cccc(F)c2)C12CCN(C(=O)CCCc1ccccc1)CC2 (configuration not stated)	u	u	8.6	-26.0%	-4.6%	-12.2%	37.2%[activator]
COc1nc(N)nc2c1ncn2[C@@H]1O[C@H](CO)[C@@H](O)[C@@H]1O	x	x	11.7	-4.8%	i	x	-13.3%
